# CIT2-GFP yeast = modulators of TOR pathway CIT2-GFP in S. cerevisiae. S. cerevisiae CIT2-GFP strain, flow cytometry, 3 h; 100 means same as DMSO wells. GFP response vs DMSO, % at 10 µM. 0.065% of 320,000 active. AID 2029;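 active means GFP response relative to DMSO above a set limit, near the screen mean plus 3 SD, cut at about 150% in these data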;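 further: ratio of well median GFP fluorescence to mean of DMSO wells on the plate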
# procasp7 counter = counter-screen for procaspase-3 activators: activators of human procaspase-7; recombinant procaspase-7, Ac-DEVD-pNA absorbance 405 nm; D23A/D198A/D206A triple mutant, cannot self-cleave; scale: DMSO 0, 5 µM enzyme 100; activation, % at 8.5 µM; 0.093% of 330,000 active; AID 463210;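 active means percent activation above the screen-wide mean plus 3 SD, cut at about 25% in these data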
# Target sequence (P55210 whole entry D23A/D198A/D206A): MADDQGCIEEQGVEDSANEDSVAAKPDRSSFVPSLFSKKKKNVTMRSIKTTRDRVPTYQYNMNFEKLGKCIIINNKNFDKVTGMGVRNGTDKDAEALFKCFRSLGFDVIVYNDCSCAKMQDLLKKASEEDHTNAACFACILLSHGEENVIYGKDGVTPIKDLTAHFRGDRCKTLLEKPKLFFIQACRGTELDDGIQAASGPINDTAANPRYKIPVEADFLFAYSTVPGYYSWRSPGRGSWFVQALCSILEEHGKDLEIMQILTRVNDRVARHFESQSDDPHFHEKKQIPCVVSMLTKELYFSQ
#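 System: Uncleavable procaspase-7 mutant enzyme; Amount: 2 µM procaspase-7 mutant as dispensed; Schedule: 1 h compound preincubation, 2 h substrate cleavage, 25 °C; Measured by: 405 nm absorbance of p-nitroaniline; Evaluation: percent activation from buffer-corrected 0–120 min absorbance change; Control set: low DMSO alone, high DMSO plus 5 µM PC-7.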
# LAP4 TOR yeast = modulators of TOR pathway LAP4-GFP in S. cerevisiae. AID 2023. S. cerevisiae LAP4-GFP multiplex, flow cytometry GFP, 3 h; median GFP as percent of DMSO wells. 0.34% of 320,000 active. GFP response vs DMSO, % at 10 µM;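 active means GFP response vs DMSO above a set limit, about the screen mean plus 3 SD, cut at about 150% in these data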
# AGP1-GFP MLPCN = yeast TOR pathway AGP1-GFP modulation; S. cerevisiae AGP1-GFP multiplex flow cytometry, 3 h; GFP as percent of DMSO wells; GFP response vs DMSO, % at 10 µM; 0.02% of 320,000 active;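 active means GFP response relative to DMSO above a set limit, near screen average plus 3 SD, cut at about 150% in these data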;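 further: median GFP channel fluorescence of the gated AGP1 strain per well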
# MEP2 TOR yeast = yeast TOR pathway MEP2-GFP modulation | S. cerevisiae MEP2-GFP strain, flow cytometry GFP, 3 h; 100% = DMSO control level | GFP response vs DMSO, % at 10 µM | 0.51% of 330,000 active | AID 2016;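 active means GFP response versus DMSO above a set limit, roughly screen mean plus 3 SD, cut at about 180% in these data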;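 further: median GFP fluorescence of the barcode-gated MEP2-GFP cells per well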
# AHR activator = activates the human aryl hydrocarbon receptor | AHR-responsive luciferase reporter cells, luminescence | activation, % at 5 µM | 2.5% of 320,000 active; in the data active means activation above about 47%;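 further: 0% = vehicle wells and 100% = reference agonist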
# RPL19A-GFP yeast = yeast TOR pathway RPL19A-GFP modulation. S. cerevisiae RPL19A-GFP strain, flow cytometry, 3 h; hits give low values. percent response vs DMSO, % at 10 µM. 0.3% of 330,000 active;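 active means percent response vs DMSO below 50%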;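 further: median channel GFP fluorescence of the barcoded RPL19A-GFP strain; ratio of sample median GFP to plate DMSO average so 100% = DMSO; lower means less RPL19A-GFP as with rapamycin TOR inhibition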
# proCasp3 act = activates human procaspase-3 | recombinant procaspase-3 D3A, Ac-DEVD-pNA absorbance 405 nm | activation, % at 8.5 µM | 0.11% of 330,000 active | AID 463141;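 active means activation above the mean of all tested compounds plus 3 SD, cut at about 21% in these data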;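 further: 0% = DMSO alone and 100% = DMSO wells spiked with extra 5 µM PC-3 D3A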
# Target sequence (P42574 whole entry D9A/D28A/D175A): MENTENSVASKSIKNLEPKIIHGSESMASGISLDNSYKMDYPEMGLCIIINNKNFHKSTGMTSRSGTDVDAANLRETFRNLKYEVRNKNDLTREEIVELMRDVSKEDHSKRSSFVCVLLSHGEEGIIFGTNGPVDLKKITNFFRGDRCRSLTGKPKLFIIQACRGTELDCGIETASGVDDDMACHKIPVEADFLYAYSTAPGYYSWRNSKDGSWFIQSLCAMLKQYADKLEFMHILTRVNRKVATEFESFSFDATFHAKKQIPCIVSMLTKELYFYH
#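 Evaluation: percent activation relative to control range; Material: Procaspase-3 D3A mutant, all three cleavage aspartates alanine; Compound: single dose, 8.5 µM nominal compound, 0.8% DMSO; Replication: one well per compound; Signal: absorbance at 405 nm, 0 and 120 min; Schedule: 1 h preincubation plus 2 h reaction at 25 °C.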
# The depositor's hits bear a star; . = no result given. Outcome played no part in choosing rows. Share with any hit: about 3.5%.
compound,CIT2-GFP yeast,procasp7 counter,LAP4 TOR yeast,AGP1-GFP MLPCN,MEP2 TOR yeast,AHR activator,RPL19A-GFP yeast,proCasp3 act
O=C(NCc1ccccc1)c1ccc(CS(=O)(=O)Cc2ccccc2F)o1,90,3,99,106,100,-2,94,4
COCCNC(=O)c1c[nH]c2ccc(S(=O)(=O)Nc3ccccc3F)cc2c1=O,91,4,82,89,101,11,101,-4
Cc1cccc(C)c1N1C(=O)c2ccccc2C1=O,104,4,97,106,99,0,98,3
Cc1cccc(-c2c(O)cc(=O)[nH]c2Cl)c1,119,-7,96,113,107,0,110,6
O=C(O)c1cccc(CSc2ncn[nH]2)c1,96,4,123,101,98,1,97,7
COC(C(=O)Nc1ccnn1C1CCN(Cc2cnn(C)c2)CC1)c1ccccc1 (stereo not drawn),96,-2,95,95,93,-2,91,6
CC(=C\c1ccccc1)/C=C1/SC(=O)N(CCCC(=O)Nc2ccc(C(=O)O)cc2)C1=O,84,5,104,101,98,-16,95,2
C=CC[C@@H](CC(=O)N[C@@H](CO)Cc1ccccc1)C(=O)NC[C@H](OC(=O)[C@@H](CC=C)Cc1ccc(F)cc1)c1ccccc1,109,1,110,112,104,-2,107,4
O=C(N/N=C/c1cccc2ccccc12)c1ccncc1,98,-2,100,97,105,29,103,2
O=C(Nc1nccs1)c1nc(-c2ccccc2)n(-c2ccccc2)n1,96,-6,98,100,98,38,104,3
Cc1cc(NC(=O)Cn2nc(C(=O)O)c3ccccc3c2=O)ccc1Br,94,7,93,93,108,13,104,-1
Cc1ccccc1NC(=O)c1cccc(NC(=O)c2c(C(=O)O)cccc2[N+](=O)[O-])c1,111,1,113,111,105,-2,105,-5
O=C(Cn1nc(C(=O)O)c2ccccc2c1=O)Nc1ccc2c(c1)C(=O)c1ccccc1C2=O,107,-2,105,108,110,9,100,4
NC(=O)C1(c2ccccc2)CCCN1C(=O)c1ccccc1Br (stereo not drawn),85,-7,121,94,106,2,95,2
COc1ccc(CC(=O)NC(C)c2nnc(SCC(=O)Nc3ccccc3)n2C)cc1 (stereo not drawn),97,12,101,98,90,0,91,4
COC(=O)c1sc2ncccc2c1OCc1cccc(Cl)c1,84,7,100,92,99,-6,98,8
CCc1ccccc1-n1c(SCC(=O)NC)nnc1-c1ccco1,102,2,96,100,100,1,98,3
COC(=O)NNC(=O)c1ccc(C)cc1,97,-7,100,100,99,-4,95,-3
O=C(NC(Cc1ccccc1)C(=O)O)/C(=C/c1ccc([N+](=O)[O-])cc1)NC(=O)c1ccccc1Br (stereo not drawn),102,-2,94,97,103,2,99,-5
O=C(Nc1ccccc1)c1ccccc1Oc1ccc(C(F)(F)F)cc1[N+](=O)[O-],101,2,100,102,100,-3,102,0
O=C(NC1CCSc2ccccc21)c1cccc(OC(F)F)c1 (stereo not drawn),86,7,109,91,108,6,94,-4
Cc1cccc(C(=O)NNC(=O)C(=O)NC(C)(C)C)c1,106,2,95,103,102,1,99,9
Cc1nn(Cc2ccccc2)c(Cl)c1C(=O)NCc1ccc(C)n1C,95,-7,104,98,101,1,98,3
COc1cccc(CNC(=O)CCl)c1,111,-1,97,108,90,-1,111,-6
CC(NC(=O)CSc1ncccn1)c1ccc(Cl)cc1Cl (stereo not drawn),97,2,97,87,92,1,92,-1

# Structures shown so far containing a furan ring, fused or not:
compound,CIT2-GFP yeast,procasp7 counter,LAP4 TOR yeast,AGP1-GFP MLPCN,MEP2 TOR yeast,AHR activator,RPL19A-GFP yeast,proCasp3 act
O=C(NCc1ccccc1)c1ccc(CS(=O)(=O)Cc2ccccc2F)o1,90,3,99,106,100,-2,94,4
CCc1ccccc1-n1c(SCC(=O)NC)nnc1-c1ccco1,102,2,96,100,100,1,98,3

# The listing continues.
compound,CIT2-GFP yeast,procasp7 counter,LAP4 TOR yeast,AGP1-GFP MLPCN,MEP2 TOR yeast,AHR activator,RPL19A-GFP yeast,proCasp3 act
COc1ccc(C(C#N)Nc2ccccc2)cc1 (stereo not drawn),102,7,94,105,102,0,100,4
COc1cccc(C(=O)COC(=O)COc2c(C)cc(C)cc2C)c1,87,-7,112,99,101,0,95,7
COc1cccc(N(C(=O)CNC(=O)c2ccco2)C(C(=O)NC2CCCCC2)c2cccnc2)c1 (stereo not drawn),99,7,93,101,104,-1,103,3
COc1ccc(-n2cc(C(=O)c3cc(Cl)ccc3O)cc(C#N)c2=O)cc1,88,-2,100,92,102,1,90,0
CCOc1ccc(CC(=O)Nc2cc(=O)n(C)c(=O)n2C)cc1,100,0,98,95,88,-1,90,0
O=C(CN1C(=O)c2ccccc2C1=O)Nc1ccccc1C(=O)NC1CCCCC1,93,-1,97,97,97,0,97,6
Cc1ccc(C(=O)OC(C)CN2C(C)CCCC2C)cc1 (stereo not drawn),90,6,108,86,95,0,99,-1
COC(=O)COc1ccc(C2NC(=O)NC(C)=C2C(=O)NCc2ccccc2)cc1OC (stereo not drawn),110,-5,107,103,102,0,107,6
O=C(Oc1cccnc1)c1cc(S(=O)(=O)N2CCCCC2)ccc1Cl,.,6,101,90,93,3,89,9
CC1(C(=O)NC23CC4CC(CC(C4)C2)C3)CC1(Cl)Cl (stereo not drawn),92,-8,99,91,95,7,93,-2
COC(=O)Cc1cc(=O)oc2c(C)c(O)ccc12,103,17,102,104,110,-1,102,23*
CN(C)CCCC1(O)c2ccccc2C=Cc2ccccc21,102,-4,105,99,102,-1,99,5
Cc1ccc(OCCNC(=O)CCNS(=O)(=O)c2ccc3ccccc3c2)cc1,98,-4,101,102,101,1,98,-2
CC(C)(C)NC(=O)CSc1ncccc1-c1nc2ccccc2[nH]1,112,8,98,92,117,14,100,-7
CCOC(=O)N1CCC(NC(=O)CSCc2nc(-c3ccc(C)cc3)oc2C)CC1,103,-7,97,99,106,-2,99,0
O=C(COC(=O)c1cc(-c2cccnc2)nc2ccccc12)Nc1ccc(F)cc1F,103,2,120,103,106,9,104,5
CC(=O)Nc1ccc(S(=O)(=O)N2CCC(C(=O)NCCc3c[nH]c4ccccc34)CC2)cc1,99,.,89,95,107,.,105,.
O=C(COc1ccc(Br)cc1CO)Nc1ccccc1,.,-2,128,104,106,-7,109,1
O=C(CCC(=O)c1ccccc1)NCc1ccccc1,76,-2,100,105,90,2,95,3
CC1(C)CC(=O)C2=C(C1)c1c(ccc3ccccc13)NC2c1ccc(C(=O)O)cc1 (stereo not drawn),100,-2,92,100,100,9,100,-7
CCC(C)n1c(=N)c(C#N)cc2c(=O)n3ccccc3nc21 (stereo not drawn),103,-17,97,101,104,2,99,-29
Cc1cc(C)c2cc(CN(Cc3ccco3)C(=O)NCc3ccccc3)c(=O)[nH]c2c1,104,4,91,86,96,2,91,4
O=C(CN1CCCC1c1ccc2c(c1)OCCO2)NC(=O)Nc1ccccc1 (stereo not drawn),96,-4,100,98,99,0,95,5
Cc1nc2c(C(=O)NCc3ccco3)cnn2c(C)c1Cc1ccc(F)cc1Cl,99,-10,98,99,96,17,99,2
CS(=O)(=O)N1N=C(c2ccccc2)CC1c1ccc2c(c1)OCO2 (stereo not drawn),243*,1,243*,125,305*,18,126,3
Cc1nc(-c2ccccc2)sc1-c1nc(-c2ccccc2)ncc1S(=O)(=O)c1ccccc1,103,7,100,107,104,1,104,7

# Full records, looked up by structure. Values in the order: CIT2-GFP yeast | procasp7 counter | LAP4 TOR yeast | AGP1-GFP MLPCN | MEP2 TOR yeast | AHR activator | RPL19A-GFP yeast | proCasp3 act
# Entry for COc1ccc(C(C#N)Nc2ccccc2)cc1 (stereo not drawn) → 102 | 7 | 94 | 105 | 102 | 0 | 100 | 4
# Entry for O=C(Oc1cccnc1)c1cc(S(=O)(=O)N2CCCCC2)ccc1Cl → . | 6 | 101 | 90 | 93 | 3 | 89 | 9
# Entry for O=C(COC(=O)c1cc(-c2cccnc2)nc2ccccc12)Nc1ccc(F)cc1F → 103 | 2 | 120 | 103 | 106 | 9 | 104 | 5
# Entry for COc1cccc(C(=O)COC(=O)COc2c(C)cc(C)cc2C)c1 → 87 | -7 | 112 | 99 | 101 | 0 | 95 | 7
# Entry for O=C(CN1C(=O)c2ccccc2C1=O)Nc1ccccc1C(=O)NC1CCCCC1 → 93 | -1 | 97 | 97 | 97 | 0 | 97 | 6

# Some of these compounds in order of molar mass, ascending.
compound,CIT2-GFP yeast,procasp7 counter,LAP4 TOR yeast,AGP1-GFP MLPCN,MEP2 TOR yeast,AHR activator,RPL19A-GFP yeast,proCasp3 act
Cc1cc(C)c2cc(CN(Cc3ccco3)C(=O)NCc3ccccc3)c(=O)[nH]c2c1,104,4,91,86,96,2,91,4
CCOC(=O)N1CCC(NC(=O)CSCc2nc(-c3ccc(C)cc3)oc2C)CC1,103,-7,97,99,106,-2,99,0
COc1cccc(N(C(=O)CNC(=O)c2ccco2)C(C(=O)NC2CCCCC2)c2cccnc2)c1 (stereo not drawn),99,7,93,101,104,-1,103,3
